From PubChem
UPR CHOP act: activators of apoptotic arm of unfolded protein response (CHOP); CHO-CHOP luciferase reporter, UPR activation, luminescence; percent of tunicamycin response over DMSO baseline; activation, % at 10 µM; 330,000 compounds, 0.34% hits;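 active = at 10 µM dose, activation of 40% or more, normalized to positive control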;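 also: 100% = tunicamycin at 10 µg/mL and 0% = DMSO alone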
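Dosing – one dose, 10 µM in 0.5% DMSO · System – CHO-CHOP cells, stable luciferase reporter of PERK-eIF2a-CHOP signalling · Input – 500 cells/well · Control set – tunicamycin 10 µg/mL final as positive, DMSO-only wells as negative · Timing – 6 h compound treatment, 37 °C · Measure – % activation vs tunicamycin · Technique – luminescence read with Steady-Glo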
tim23-1 inh: tim23-1 yeast growth inhibition | inhibition, % at 20 µM | S. cerevisiae tim23-1 growth, BacTiter-Glo luminescence, 24 h | AID 463212 | 330,000 compounds, 1.3% hits;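 active = growth inhibition of the mutant yeast at or above 50%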;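 also: temperature-sensitive mutant grown at 25 °C; plate controls were DMSO-treated mutant yeast for no effect and medium wells lacking yeast for full effect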
Jurkat NFkB inh: lowers PMA/ionomycin-induced NF-kB signal in Jurkat cells; PMA/ionomycin-induced NF-kB luciferase reporter, luminescence; inhibition, % at 4 µM; 330,000 compounds, 0.53% hits; AID 435003; in the data active = inhibition above about 50%
APJ agonist: APJ receptor agonism. activation, % at 20 µM. CHO-K1 APJ PathHunter beta-arrestin, luminescence; 0% DMSO wells, 100% apelin. P35414. 330,000 compounds, 0.11% hits. AID 2520;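 active = activation more than six SD over the plate average, tested at 20 µM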;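 also: 0% = DMSO alone and 100% = apelin-13 at 10 nM; some results filed as inactive read as strong as hits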
Target sequence (P35414 whole entry, looked up): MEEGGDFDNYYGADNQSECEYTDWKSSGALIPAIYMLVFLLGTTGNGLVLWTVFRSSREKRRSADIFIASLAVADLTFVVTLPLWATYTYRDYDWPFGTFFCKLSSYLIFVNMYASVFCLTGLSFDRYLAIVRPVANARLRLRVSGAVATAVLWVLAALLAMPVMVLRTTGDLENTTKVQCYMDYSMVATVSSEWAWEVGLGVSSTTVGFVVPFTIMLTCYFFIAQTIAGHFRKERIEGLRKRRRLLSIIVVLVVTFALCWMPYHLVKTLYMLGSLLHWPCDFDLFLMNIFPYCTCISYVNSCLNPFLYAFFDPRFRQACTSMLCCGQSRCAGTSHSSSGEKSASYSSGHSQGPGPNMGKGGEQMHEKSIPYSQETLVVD
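system = engineered CHO-K1 APJ arrestin reporter cells | input = 1000 cells per well | timing = overnight seeding, 90 min compound at 25 °C, 1 h detection | measured by = enzyme-fragment complementation luminescence | read-out = beta-arrestin recruitment to APJ as agonist activity, luminescent signal | control set = negative DMSO alone, positive Apelin-13 at 10 nM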
697 NFkB inh: lowers PMA/ionomycin-induced NF-kB signal in 697 B cells. AID 435022. inhibition, % at 4 µM. 330,000 compounds, 0.33% hits. 697 B-cell NF-kB luciferase reporter, 16 h; in the data active = inhibition above about 35%
XBP1 UPR activ: adaptive UPR (XBP1) activation; CHO-XBP1 luciferase reporter, IRE1-XBP1 UPR activation, luminescence; percent of tunicamycin response, DMSO as zero; activation, % at 20 µM; 330,000 compounds, 0.33% hits;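 active = versus positive control, 20 µM dose yields 30% or more activation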;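 also: 100% = tunicamycin at 10 µg/mL and 0% = DMSO only wells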
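assay system = CHO-XBP1 luciferase reporter cells | amount = 1000 cells/well | buffer or medium = F12 plus 10% FBS | compound dosing = single point, 20 µM final compound, 1% DMSO | incubation = 16-18 h cell attachment at 37 °C, then 6 h compound exposure | detection = Steady-Glo luminescence read | controls = tunicamycin 10 µg/mL and vehicle-only wells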
APJ antagonist: antagonists of human APJ apelin receptor. CHO-K1 APJ beta-arrestin complementation, luminescence. inhibition, % at 20 µM. 330,000 compounds, 0.32% hits. AID 2521;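 active = inhibition above about 40% at 20 µM, limit read from the data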;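 also: cells challenged with 10 nM apelin-13 agonist together with compound; plate controls were apelin-13 plus DMSO wells for no effect and DMSO wells lacking apelin-13 for full effect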
Mdm2-MdmX inh: human Mdm2/MdmX binding inhibition; SaOS-2 split-luciferase Mdm2/MdmX complementation, luminescence; 330,000 compounds, 3% hits; inhibition, % at 8 µM;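 active = inhibition of at least 50% at 8 µM in the primary screen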
The depositor's hits bear a star; & = joins results of further samples. Rows are unselected. About 5% of those tested had a hit in this group.

Molecule	UPR CHOP act	tim23-1 inh	Jurkat NFkB inh	APJ agonist	697 NFkB inh	XBP1 UPR activ	APJ antagonist	Mdm2-MdmX inh
O=C1CN(C(=O)c2ccccn2)c2ccccc2N1	-2.0	-1	-6	-1	8	-4	-2	-13
COc1ccc(C2=NOC(COC(=O)c3ccc4ccccc4n3)C2)cc1 (stereo not given)	0.0	9	-1	-2	0	1	9	6
CC(C)Oc1ccc(C(=O)Nc2ccc([N+](=O)[O-])cc2)cc1	8.8	3	-105	-3	-113	3	-21	-64
Cc1cc(NC(=O)CSc2nc3c(c(=O)n2-c2ccc(Cl)cc2)SCC3)no1	-1.5	-6	-1	-1	0	-2	-12	-13
N#Cc1nc(COc2cccc(Cl)c2)oc1N1CCN(c2ccccc2)CC1	-1.2	12	-3	-5	9	-4	-4	-2
O=C(NCc1ccc2c(c1)OCO2)c1nc(S(=O)(=O)Cc2ccccc2)ncc1Cl	11	43	8	-3	-20	-6	26	63*
Nc1nccnc1C(=O)OCC(=O)C12CC3CC(CC(C3)C1)C2	1.1	4	2	-1	-6	0	11	16
COc1cc(NC(=O)c2ccc(COCC(F)(F)F)o2)cc(OC)c1OC	-1.3	8	16	5	10	-1	6	21
Cc1ncc(CN2CCC(CO)(Cc3ccccc3)CC2)s1	-0.7	4	7	-4	17	1	-10	3
CCN(CC)c1ccc(/C=N/N2CCN(Cc3ccccc3Cl)CC2)cc1	-0.8	12	2	-4	-7	-6	12	2
Cc1cc(C(=O)CNCc2ccco2)c(C)n1-c1ccc(F)cc1	1.4	19	-78	1	-81	-3	-6	14
CCc1noc(C)c1C(=O)N(CC)CC(=O)NCc1ccc(Cl)cc1	-1.3	2	0	-5	9	1	4	27
COC(=O)C1=C(CSCc2ccco2)NC(=O)NC1c1cc(C)ccc1C (stereo not given)	-0.6	16	0	-4	-15	-1	17	15
Cc1ccc2cc(-c3noc(C4CCCCC4)n3)c(=O)[nH]c2c1	3.4	10	-14	2	-4	4	-12	-19
CCOC(=O)C1(Cc2cccc(F)c2)CCN(C(=O)Cc2cccnc2)CC1	0.2	5	-16	-1	-22	-1	-1	16
COc1cc(C)c(CN2CCC(n3nccc3NC(=O)C3CC3)CC2)cc1C	1.0	6	4	0	-4	0	2	22
CC(=O)CCc1oc2ccc(C)cc2c1-c1ccc(C)o1	0.0	36	20	-1	-5	2	18	-9
Cc1ccc(-c2ccc(CCC(=O)O)n2NC(N)=S)cc1	-0.4	9	13	1	7	-1	-13	3
Cc1ccc2nc(NCCc3ccc(Cl)cc3)c3nncn3c2c1	2.0	-7	-13	0	-30	7	-30	11
CCOc1ccc(CCNC(=O)COC(=O)c2ccc(Cl)nc2)cc1OCC	0.9	20	-19	6	-55	3	14	20
Cn1c(CCNC(=O)c2cc(COc3ccc(F)c(F)c3)on2)nc2ccccc21	0.7	26	-21	-1	-27	0	-5	-4
Cc1ccc(S(=O)(=O)NCCC(=O)Nc2nccs2)cc1	-1.9	13	4	-3	20	-5	-2	9
CCOc1ccc(C(=O)NNC2CC(=O)N(CCc3ccccc3)C2=O)cc1OC (stereo not given)	-1.3	11	8	-2	4	0	10	11
COc1ccc(NC(=O)CCNC(=O)Cn2cnc3sc4c(c3c2=O)CCCC4)cc1OC	2.6	9	-2	-4	9	-2	7	15
COc1ccccc1C(=O)NC(CCSC)C(=O)NCC(c1ccco1)N(C)C (stereo not given)	-0.1	6	12	-4	29	-1	3	-3
CN(CC(=O)Nc1ccc(F)cc1)C(=O)CN1C(=O)NC2(CCCC2)C1=O	-0.4	8	-11	-5	1	1	-27	2
O=C(NCC1CCCN(Cc2nccs2)C1)c1cccc2ccccc12 (stereo not given)	0.4	-10	16	0	-9	-1	7	15
Cc1noc(C)c1C(=O)OCC(=O)NCc1ccccc1	0.3	11	2	-2	-2	-4	-10	14
Cc1cnc(C(=O)OC(C)C(=O)NCc2ccccc2)cn1 (stereo not given)	1.9	17	1	7	16	0	1	11
CC1(C)CC(O)C(CCC(O)c2ccccc2)C(C)(C)N1 (stereo not given)	0.1	3	0	-3	9	0	1	8
CCCNC(=O)Cn1cnc2sc(C(=O)N3CCCC(C(=O)OCC)C3)c(C)c2c1=O (stereo not given)	-4.2	16	-7	1	-4	-2	-9	-4
CCCCN(CC(=O)NCc1ccc(F)cc1)C(=O)c1ccco1	-0.5	10	-1	-4	-3	7	5	-9
O=C(COC(=O)c1ccccc1)NCc1ccco1	0.4	-8	-4	-1	-2	1	17	1
O=c1nc2cccc3c2=c(/c1=C(\O)c1ccccc1)c1ccccc1c3=O	-1.7	14	9	1	17	-5	26	52*
O=[N+]([O-])c1ccc(S(=O)(=O)Nc2ccc(S(=O)(=O)N3CCCC3)cc2)cc1	-0.1	19	-6	3	13	2	-23	9
Cc1cc(=O)oc2cc(NC(=O)c3ccccc3C(=O)O)ccc12	0.0	14	2	0	7	4	8	-1
O=C(NCC(c1ccco1)N1CCN(c2ccc(F)cc2)CC1)OCc1ccccc1 (stereo not given)	1.7	35	-5	-2	-20	-4	-1	-14
CCC(C)NC(=O)CSc1nc2ccsc2c(=O)n1NC(=O)c1ccccc1 (stereo not given)	3.9	16	-8	0	-44	0	-12	-3
N#C/C(=C/c1ccc2c(c1)OCO2)C(=O)Nc1ccc(O)cc1	4.4	32	22	3	-13	3	0	13
Cc1[nH]c2ccc3c(ncn3CCC#N)c2c1C	-1.6	7	-12	1	12	4	-6	-1
COc1ccc2cc(C(=O)N3CCN(c4ccccc4OC)CC3)[nH]c2c1	5.1	59*	7	-4	-4	4	10	9
CCN(C(=O)CN1CCCC(C)C1)c1c(N)n(Cc2ccccc2)c(=O)[nH]c1=O (stereo not given)	0.2	6	-1	-2	0	1	-18	-11
CN1CCN(S(=O)(=O)c2cccc(C(=O)N(c3ccccn3)C3CCCCC3)c2)CC1	-0.8	11	-9	-4	-16	3	15	-13
CCC(C)NS(=O)(=O)c1ccc(NC(=O)C(Sc2ccccc2)c2ccccc2)cc1 (stereo not given)	2.0	14	18	2	14	3	-15	56*
CCOC(=O)N1CCC(NCCNC(=O)c2ccccc2)CC1	0.0&-1.3	-10&-14	8&-24	1&0	-12&-8	-1&-3	7&5	0&15
O=C(CSc1nnnn1-c1cccc(F)c1)NC1CC1	0.7	-2	-2	-1	6	1	10	0
NC(=O)c1nn(-c2ccccc2)nc1NC(=O)CN1CCCC1	1.1	4	-1	-1	18	-2	-7	14
COc1cccc(CNc2nc(-c3cccnc3)nc3ccccc23)c1	-1.1	-28	4	-3	6	1	9	-1
O=C(CN1CCOCC1)NCc1ccccc1	-0.4	-5	-13	-4	17	0	7	-23
Cn1c(COc2cccc3ccccc23)nnc1SCC(=O)OC1CCCCC1	-0.4	33	7	-5	10	1	-3	-7
O=C(Nc1ccccc1)c1cccc(C(F)(F)F)c1	8.5	10	7	-2	1	-2	6	-18
CC(=O)Nc1ccc(NC(=O)c2c(C)nn(Cc3ccccc3Cl)c2C)cc1	0.6	10	6	-1	-3	-2	27	14
Cc1ccccc1-n1c(-c2ccco2)n[nH]c1=S	-0.7	7	4	9	-100	-2	-5	-10
O=C(CCS(=O)(=O)c1ccc(F)cc1)Nc1nnc(-c2ccc(F)cc2)o1	-0.4	0	9	3	5	0	13	17
N#Cc1c(N2C(=O)C3C4C=CC(C4)C3C2=O)sc2c1CCC2 (stereo not given)	0.6	14	6	-1	-10	-2	6	-10
Cc1c(C(=O)O)oc2ccc(S(=O)(=O)N3CCC(C)CC3)cc12	-0.5	9	-6	5	-22	-2	-1	-54
O=C1CCCC(O)=C1N=Nc1c(Cl)cc(Cl)cc1Cl	2.4	29	6	0	-27	-1	-6	7
CCOc1ccc(/C=N/Nc2ccccn2)cc1OC	6.3	15	-100	1	-90	3	-12	-27
CC(C)(C)C(=O)Cn1ncc(N2CCOCC2)c(Br)c1=O	2.7	-6	3	-1	-8	1	-9	8
O=C(O)c1cccc(N=NN2CCOCC2)c1	3.7	-10	-10	-1	2	1	5	-18

For convenience, part of the list above.
Molecule	UPR CHOP act	tim23-1 inh	Jurkat NFkB inh	APJ agonist	697 NFkB inh	XBP1 UPR activ	APJ antagonist	Mdm2-MdmX inh
O=C1CN(C(=O)c2ccccn2)c2ccccc2N1	-2.0	-1	-6	-1	8	-4	-2	-13
COc1ccc(C2=NOC(COC(=O)c3ccc4ccccc4n3)C2)cc1 (stereo not given)	0.0	9	-1	-2	0	1	9	6
CC(C)Oc1ccc(C(=O)Nc2ccc([N+](=O)[O-])cc2)cc1	8.8	3	-105	-3	-113	3	-21	-64
Cc1cc(NC(=O)CSc2nc3c(c(=O)n2-c2ccc(Cl)cc2)SCC3)no1	-1.5	-6	-1	-1	0	-2	-12	-13
N#Cc1nc(COc2cccc(Cl)c2)oc1N1CCN(c2ccccc2)CC1	-1.2	12	-3	-5	9	-4	-4	-2
O=C(NCc1ccc2c(c1)OCO2)c1nc(S(=O)(=O)Cc2ccccc2)ncc1Cl	11	43	8	-3	-20	-6	26	63*
Nc1nccnc1C(=O)OCC(=O)C12CC3CC(CC(C3)C1)C2	1.1	4	2	-1	-6	0	11	16
COc1cc(NC(=O)c2ccc(COCC(F)(F)F)o2)cc(OC)c1OC	-1.3	8	16	5	10	-1	6	21
Cc1ncc(CN2CCC(CO)(Cc3ccccc3)CC2)s1	-0.7	4	7	-4	17	1	-10	3
CCN(CC)c1ccc(/C=N/N2CCN(Cc3ccccc3Cl)CC2)cc1	-0.8	12	2	-4	-7	-6	12	2
Cc1cc(C(=O)CNCc2ccco2)c(C)n1-c1ccc(F)cc1	1.4	19	-78	1	-81	-3	-6	14
CCc1noc(C)c1C(=O)N(CC)CC(=O)NCc1ccc(Cl)cc1	-1.3	2	0	-5	9	1	4	27
COC(=O)C1=C(CSCc2ccco2)NC(=O)NC1c1cc(C)ccc1C (stereo not given)	-0.6	16	0	-4	-15	-1	17	15
Cc1ccc2cc(-c3noc(C4CCCCC4)n3)c(=O)[nH]c2c1	3.4	10	-14	2	-4	4	-12	-19
CCOC(=O)C1(Cc2cccc(F)c2)CCN(C(=O)Cc2cccnc2)CC1	0.2	5	-16	-1	-22	-1	-1	16

In the list so far, these have a CF3 group.
Molecule	UPR CHOP act	tim23-1 inh	Jurkat NFkB inh	APJ agonist	697 NFkB inh	XBP1 UPR activ	APJ antagonist	Mdm2-MdmX inh
COc1cc(NC(=O)c2ccc(COCC(F)(F)F)o2)cc(OC)c1OC	-1.3	8	16	5	10	-1	6	21
O=C(Nc1ccccc1)c1cccc(C(F)(F)F)c1	8.5	10	7	-2	1	-2	6	-18
